Assay outcomes: PubChem BioAssay, National Center for Advancing Translational Sciences (NCATS)
Rab9 promoter act – activates the Rab9 promoter | actives 2.8% (n = 320,000) | Huh7 Rab9 promoter-luciferase reporter, luminescence, 24 h | Potency, µM (doses to about 9.22 µM), without a hit: top-dose activation, negative = inhibition, hits mostly activators; further: % of control where 0% means no effect; nearly all actives have a fitted effect of over 60% in size
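Luminescence from Amplite-detected luciferase (10 minutes, ambient) reports Rab9 promoter activation. Before that, stable Rab9-luciferase Huh7 cells (1500/well, reduced-serum OP-MEM I plus 10% FBS) were exposed to compound for 24 hours at 37C.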
FLuc counter – counter-screen for miR-21 project: firefly luciferase inhibitors or activators; P08659; purified FLuc, Km substrates, luminescence inhibition; Potency, µM (series often up to 57.5 µM), inactives show at the highest dose activity change, negative = inhibition, hits mostly inhibitors; actives 6.9% (n = 360,000); AID 588342;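 further: plate controls were vehicle for no effect and reference inhibitor for full effect; nearly all actives have a fitted effect of over 55% in size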
Target sequence (P08659 whole entry, looked up): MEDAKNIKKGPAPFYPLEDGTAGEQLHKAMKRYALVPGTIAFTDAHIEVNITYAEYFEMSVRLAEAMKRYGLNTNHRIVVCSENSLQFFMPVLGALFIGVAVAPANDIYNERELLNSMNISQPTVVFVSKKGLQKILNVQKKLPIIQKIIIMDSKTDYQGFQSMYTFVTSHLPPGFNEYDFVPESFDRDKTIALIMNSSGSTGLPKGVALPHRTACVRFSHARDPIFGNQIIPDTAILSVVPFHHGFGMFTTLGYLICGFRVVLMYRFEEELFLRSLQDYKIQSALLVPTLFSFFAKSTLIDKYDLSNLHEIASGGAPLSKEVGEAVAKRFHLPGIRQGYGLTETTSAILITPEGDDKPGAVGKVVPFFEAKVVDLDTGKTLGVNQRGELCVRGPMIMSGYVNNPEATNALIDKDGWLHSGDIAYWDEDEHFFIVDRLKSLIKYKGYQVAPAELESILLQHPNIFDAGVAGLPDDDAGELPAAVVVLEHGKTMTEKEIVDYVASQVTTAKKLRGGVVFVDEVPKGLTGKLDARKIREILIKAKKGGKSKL
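Biochemical qHTS of compounds, final roughly 60 µM downward over six points, against 10 nM purified firefly luciferase using Km concentrations of substrates (10 uM D-luciferin, 10 uM ATP) in Tris acetate pH 7.5 buffer; luminescence output.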
CXXC DNA block – MLL CXXC-DNA interaction inhibition | MLL-CXXC / FITC-HOXA9 DNA fluorescence polarization | Potency, µM (series often up to 115 µM), for inactives: at the top dose activity change, negative = inhibition, most hits filed as inhibitors | actives 0.037% (n = 290,000); active means well fitted inhibition curve with a large enough effect in the polarisation, with a control signal flat, not every such curve was filed as active; inconclusive means small, poorly fitted or top-dose-only effect, or effect the other way, or a change in a side signal; inactive means no such curve, though single readings can be large or run the other way; the % refers to the polarisation
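Purified MLL-CXXC (added from a 7 uM solution) was preincubated 5 min at ambient with pinned compounds in 50 mM Tris-HCl pH 7.5, 50 mM NaCl, 1 mM DTT, 0.05% BSA. Fluorescein-labeled HOX-A9 DNA (50 nM solution) followed, 30 min, then polarization read.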
ELG1 genotoxic – induces genotoxicity in HEK293T cells with luciferase-tagged ELG1; HEK293T ELG1-luciferase reporter, luminescence, 16 h; Potency, µM (titrated, usually from 46 µM), for inactives: top-dose activity change, positive = activation, hits mostly activators; actives 1.3% (n = 330,000); further: % of control where 0% means no effect; nearly all actives have a fitted effect of over 60% in size
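Genotoxic stress is detected as increased luminescence from luciferase-tagged ELG1 in HEK293T cells, measured with ONE-Glo after a 16 hr treatment at 37 °C.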
p53 reactivation – re-activators of mutant p53; H1299 p53-A138V BP100-luciferase reporter, luminescence, 24 h; actives 0.063% (n = 320,000); Potency, µM (top dose mostly 92.2 µM), for inactives: at the top dose activity change, positive = activation, usual class: activators; further: % of control where 0% means no effect; nearly all actives have a fitted effect of over 45% in size
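H1299 (p53-null), stable ts p53-A138V + BP100-Luc; 1000 cells/well, Opti-MEM/10% FBS; cpd 4 pt, 1:5; 24 h, 37 deg C, 5% CO2; detection reagent 10 min RT; luminescence.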
RORgamma inh – blocks mouse ROR gamma transcriptional activity | P51450 | Drosophila S2 Gal4-RORgamma UAS-luciferase reporter, 20 h | Potency, µM (doses to about 53.6 µM), without a hit: top-dose activity change, negative = inhibition, usual class: inhibitors | actives 5.4% (n = 310,000); further: on the % scale 0 is the no-effect control and ±100 the full control effect; nearly all actives have a fitted effect of over 60% in size
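ROR gamma transcriptional activity was tracked as Gal4-UAS luciferase output in stably transfected Drosophila Schneider cells, with compound added 1 hr before 700 uM copper sulfate induction and a 20 hr ambient-temperature incubation.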
uPA surface inh – inhibitors of cell surface uPA generation; cell surface uPA generation assay, qHTS; Potency, µM (series often up to 38.3 µM), without a hit: at the highest dose activity change, negative = inhibition, most hits filed as inhibitors; actives 0.31% (n = 330,000); AID 540303; active means well fitted inhibition curve with a large enough effect; inconclusive means small, poorly fitted or top-dose-only effect; inactive means no such curve, though single readings can be large or run the other way; tested in mouse RAW 264.7 cells; further: on the % scale 0 is the no-effect control and ±100 the full control effect; nearly all actives have a fitted effect of over 55% in size
MBNL1 CUG block – inhibitors of human MBNL1 binding to CUG repeat RNA; TR-FRET MBNL1-His/biotin-(CUG)12 binding, 665/545 ratio; Q9NR56; AID 2675; actives 0.036% (n = 280,000); Potency, µM (highest dose often 57.5 µM), for the others: at the top dose activity change, negative = inhibition, actives largely listed as inhibitors; active means well fitted inhibition curve with a large enough effect in the signal ratio, with a control signal flat, not every such curve was filed as active; inconclusive means small, poorly fitted or top-dose-only effect, or effect the other way, or a change in a side signal; inactive means no such curve, though single readings can be large or run the other way; the % refers to the signal ratio; further: on the % scale 0 is the no-effect control and ±100 the full control effect
Target sequence (Q9NR56 whole entry, looked up): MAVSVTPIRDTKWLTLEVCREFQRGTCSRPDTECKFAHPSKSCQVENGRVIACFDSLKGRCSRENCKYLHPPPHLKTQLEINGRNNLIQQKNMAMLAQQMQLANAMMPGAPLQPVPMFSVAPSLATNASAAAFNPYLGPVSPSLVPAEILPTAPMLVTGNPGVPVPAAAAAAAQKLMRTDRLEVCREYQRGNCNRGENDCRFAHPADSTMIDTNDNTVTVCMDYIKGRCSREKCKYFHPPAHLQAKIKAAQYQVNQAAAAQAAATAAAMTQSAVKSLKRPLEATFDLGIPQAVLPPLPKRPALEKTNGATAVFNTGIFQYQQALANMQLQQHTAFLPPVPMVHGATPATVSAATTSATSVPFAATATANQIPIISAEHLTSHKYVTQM
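Inhibition of protein-RNA binding appears as loss of TR-FRET between terbium anti-His antibody on MBNL1-His and streptavidin-XL665 on biotin-(CUG)12. Activity is normalized to buffer-only and uninhibited-complex controls.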
VP16 counter – inhibits Gal4-VP16 luciferase reporter, ROR gamma counter-screen; Drosophila S2 Gal4-VP16 UAS-luciferase, luminescence, 20 h; Potency, µM (highest dose often 53.6 µM), for inactives: at the highest dose activity, negative = inhibition, most hits filed as inhibitors; actives 3.5% (n = 310,000); AID 2546;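 further: Gal4-VP16 expression switched on by copper sulfate through the metallothionein promoter; on the % scale 0 is the no-effect control and ±100 the full control effect; nearly all actives have a fitted effect of over 50% in size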
NPC1 prom act – activates the NPC1 promoter; Huh7 NPC1 promoter luciferase reporter, 24 h; actives 2.4% (n = 320,000); AID 485313; Potency, µM (top dose mostly 9.22 µM), for the others: top-dose activation, most hits filed as activators;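 further: % of control where 0% means no effect; nearly all actives have a fitted effect of over 60% in size; reporter is driven by a mutant NPC1 promoter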
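Luminescence from an NPC1 promoter-driven luciferase reporter in stably transfected Huh7 cells was measured after 24 h compound treatment at 37 °C, followed by 10 min ambient incubation with luciferase detection reagent.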
BRCA1 expr act – activators of BRCA1 expression; MCF7-BRCA1-FFLuc reporter, luminescence, 48 h; response scale: scaled: vehicle 0%, 10 µM genistein 100%; Potency, µM (titrated, usually from 46.1 µM), inactives show at the top dose activation, usual class: activators; actives 1.1% (n = 380,000); further: nearly all actives have a fitted effect of over 80% in size; some results filed as inactive show a strong effect at the top dose
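MCF7 cells carrying a BRCA1-firefly luciferase reporter (2000 cells/well, phenol-red free MEM) were attached for 2 h at 37 °C, then given compounds for 48 h. Luminescence was read 15 min after luciferase reagent; activity normalized to genistein (10 microM) and DMSO.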
* marks the source's active call; other numbers are inactive results; ? = inconclusive; / = not tested or not shown; & = joins results of further samples; [ ] = remark or other dose. Unless noted, the call rests on the fitted dose curve; in most records, active means well fitted curve in the direction sought with a large enough effect; inconclusive means small, poorly fitted or top-dose-only effect, or another doubt; inactive means no such curve, though single readings can be large; an effect the other way counts as inactive or inconclusive. Potency means the concentration at half of the fitted maximal effect. This is a subset (hit frequency here may not be typical).

The line under a structure holds: Rab9 promoter act | FLuc counter | CXXC DNA block | ELG1 genotoxic | p53 reactivation | RORgamma inh | uPA surface inh | MBNL1 CUG block | VP16 counter | NPC1 prom act | BRCA1 expr act
- CCOC(=O)N1CCC(=NNC(=O)COc2ccc(OC)cc2)CC1
  -2% | 4% | 13% | 0% | -11% | -2% | 2% | -2% | -13% | -5% | 39%
- CC(NC(=O)C1CCC(C)(C(=O)O)C1(C)C)c1ccccc1 (configuration not stated)
  0% | -1% | -5% | -3% | 5% | -37% | 4% | 4% | -10% | 0% | 15%
- CC(C)OC(=O)C1=C(N)N2C(=O)CSC2=C(C(=O)OC(C)C)C1
  -10% | 6% | 13% | 1% | -8% | 10µM* | 0% | 5% | -5% | -3% | -3%
- c1ccc(-c2nn3nnnc3c3ccccc23)cc1
  -7% | 1% | -9% | 6% | -8% | -11% | -3% | 4% | -6% | 2% | -4%
- CCCn1c(C2CCCN2c2nc(-c3cccc(Br)c3)cs2)nc2ccccc21 (configuration not stated)
  -1% | 8% | -3% | -9% | / | 2.5µM* | 9% | -3% | ? | -4% | -2%
- O=C(CSc1ccc(-c2ccccc2)nn1)c1cccs1
  ? | ? | -18% | ? | 1% | -11% | 4% | -2% | ? | ? | ?
- CC1(C)Cc2c(sc(NC(=O)Nc3ccccc3)c2C(N)=O)CO1
  1.3µM* | 12µM* | 0% | ? | / | ? | ? | 17% | ? | 4.5µM* | ?
- CCc1ccc(OCCOCC(O)CN(CCO)CCO)cc1 (configuration not stated)
  -2% | 4% | -3% | -1% | 0% | 0% | -4% | -5% | -7% | -11% | -2%
- Cn1c(SCC(=O)NCc2cccs2)nnc1-c1ccco1
  -7% | 5% | 0% | -2% | -15% | -23% | / | 5% | -3% | -3% | 2%
- COc1ccc(S(N)(=O)=O)cc1C(=O)OCC(=O)N1CC(=O)Nc2ccccc21
  -2% | 3% | / | 0% | 1% | / | -1% | / | / | 0% | -5%
- CCOC(=O)c1cccc(NC(=O)CCc2nc(-c3ccc(C)cc3)no2)c1
  12% | -15% | 0% | -8% | -4% | 3.2µM* | 10% | 23% | -29% | 4% | 1%
- Cc1ccc(NC(=O)CCc2nnc3ccc(N4CCC5(CC4)OCCO5)nn23)nc1
  -7% | 3% | -4% | 1% | 1% | -10% | -10% | 158%[activator] | -1% | 0% | -9%
- COC(=O)[C@@H](CC(C)C)NS(=O)(=O)N(Cc1ccccc1)[C@@H](CC(C)C)C(=O)OC
  -1% | 4% | / | -7% | 12% | / | 10% | / | / | -4% | -7%
- Cc1ccc(NC(=O)CN2CCCCCC2)cc1[N+](=O)[O-]
  ? | ? | 10% | ? | 14% | 10% | -4% | / | 4% | 19% | ?
- O=S(=O)(c1ccc(-c2ccno2)s1)N1CCCCC1
  2% | 0% | -1% | -7% | 16% | -39% | 2% | ? | ? | -3% | -1%
- CCOc1ccc(CNC(=O)CCC(=O)N2Cc3cccc(OC)c3Oc3ncccc32)cc1
  6% | -1% | 12% | 1% | -5% | -2% | -9% | -8% | 2% | -1% | 2%
- CC(C)CC(NC(=O)C1CCCN1C(=O)CNC(=O)OCc1ccccc1)C(=O)O (configuration not stated)
  8% | 2% | 51%[activator] | -2% | 2% | 0% | 8% | -7% | 6% | 1% | 0%
- COc1ccc(-c2ccc(SCC(=O)Nc3nccs3)nn2)cc1OC
  ? | ? | -10% | 0% | 6% | -30% | -7% | 83%[activator] | 0% | 20% | 13%
- N#Cc1c(N)n(-c2ccccc2N)c2nc3ccccc3nc12
  -2% | -17% | 0% | -6% | 13% | -25% | -3% | ? | -5% | 0% | -2%
- OCCCc1nc2ccccc2n1Cc1ccccc1
  -2% | -1% | 11% | 0% | 2% | 16% | 17% | 2% | -2% | -6% | 1%
- O=C(Nc1ccc(Cl)cc1)N1CCCC1
  0% | ? | -2% | 5% | 22% | 22% | 5% | 12% | 13% | 10% | 34%
- CCOC(=O)c1ccc(N2C(=O)CC(Sc3nc(O)c(CC)c(=O)[nH]3)C2=O)cc1 (configuration not stated)
  1% | -5%[2.3 µM] | 7% | 1% | -5% | 0% | 2% | 4% | 13% | 2% | 3%
- c1ccc(-c2nnsc2Sc2ccccn2)cc1
  23% | 17µM* | 7% | 4% | 6% | 28% | 2% | / | 12% | 15% | 0%
- C=CCN1C(=O)C(Cc2ccccc2)S/C1=N/N=C/c1cccs1 (configuration not stated)
  1% | -4% | -5% | -5% | -3% | -10% | 1% | -1% | 8% | 0% | -6%
- COc1cccc(N(CC(=O)NCCSc2ccccn2)S(C)(=O)=O)c1
  -2% | 0% | 2% | 1% | -5% | 10% | 0% | 2% | 3% | -1% | 1%
- CC(C)CCn1c(=O)c2ccccc2n2c(COC(=O)c3ccc(S(=O)(=O)N(C)C)cc3)nnc12
  -1% | 12% | 1% | 4% | 5% | -14% | / | 7% | -8% | -6% | /
- O=C(NC1CCCCC1)C(c1ccc(F)cc1)N(Cc1cccs1)C(=O)CN1C(=O)c2ccccc2S1(=O)=O (configuration not stated)
  0% | 9% | -1% | 8% | -3% | -41% | 7% | / | -15% | 0% | -23%
- COc1ccc(Cc2nnc(Nc3ccc(C)cc3)o2)cc1OC
  -28% | -16% | -11% | -7% | -6% | 24% | 7% | -5% | -3% | -27% | -2%
- O=C(CSc1ncccn1)NCc1ccccc1
  18% | -11% | 1% | 5% | 11% | 11% | 2% | -7% | 25% | 0% | 77%
- c1coc(Cn2c(-c3ccco3)nc3ccccc32)c1
  21% | ? | 3% | 9% | ? | -35% | -3% | 1% | -2% | 22% | 75%
- O=C(O)c1cc2ccccc2cc1Nc1ccccc1
  3% | -8% | -4% | -2% | -5% | 26% | 8% | 0% | -6% | -5% | -34%
- Fc1ccc(Cn2cc(C(=S)N3CCOCC3)c3ccccc32)cc1
  -4% | 0% | -2% | -2% | -4% | 8.9µM* | 4% | 4% | ? | -3% | 16%
- CC(=O)N1CCCc2cc(S(=O)(=O)NCCC3=CCCCC3)ccc21
  -10% | 2% | -1% | ? | -1% | 28% | -2% | -4% | ? | -3% | -28%
- O=C(c1ccc(Br)cc1)N1CCCC(c2nc(-c3cccs3)no2)C1 (configuration not stated)
  -4% | 0% | 4% | -7% | -4% | 100% | ? | -5% | 1% | -3% | -8%
- COc1cc(/C=N/N(C)c2ccccc2)cc(Cl)c1O
  6% | 13µM* | -10% | 12% | 12% | 9% | -1% | -2% | 3% | 24% | -2%
- Cc1ccc(-n2c(=O)c3c(C)c(C)sc3n(Cc3cc(=O)n4ccccc4n3)c2=O)cc1C
  2% | 1% | 8% | 4% | -12% | 20% | 2% | -3% | -4% | -6% | -39%
- Cc1ccc(NC(=O)c2cc(-c3ccc(C)c(C)c3O)n[nH]2)cc1C
  -3% | 0% | 8% | -1% | 1% | 2% | 6% | -7% | 3% | -6% | 3%
- CC(C)n1c(N2CCN(C(=O)Nc3ccc(F)cc3F)CC2)nc2ccccc21
  -4% | -3% | -2% | -5% | -1% | 13% | -2% | 8% | -2% | -1% | -2%
- Cc1ccc(S(=O)(=O)N2CCN(C)CC2)cc1[N+](=O)[O-]
  0% | 3% | -15% | 0% | 3% | 1% | / | 23% | -8% | -4% | 0%
- COC(=O)[C@@H]1C[C@@]2(O)[C@H](O)[C@H](O)[C@H](O)C[C@H]2N1Cc1ccc(-c2ccccc2)cc1
  -5% | 0% | -8% | 0% | -3% | -10%&-1% | 8% | -3% | 8%&1% | 0% | 11%
- Cc1ccc(N(CC(=O)Nc2ccc(F)cc2)S(=O)(=O)N2CCCC2)cc1
  / | 6% | 0% | / | / | -4% | 4% | -10% | 1% | / | -14%
- Cc1ccc(C(=O)OCC(=O)Nc2ncc(C(F)(F)F)cc2Cl)cc1NC(=O)c1ccco1
  -4% | 2% | ? | 0% | -2% | -22% | / | -12% | -4% | -3% | 0%
- O=S(=O)(Cc1ccccc1)N=Nc1c(O)[nH]c2ccc(Br)cc12
  11% | 6% | -22% | -1% | 5% | -5% | 3% | 4% | -7% | -2% | -51%
- O=C(CSc1ccc(-c2ccccn2)nn1)c1ccccc1
  ? | ? | 9% | ? | ? | ? | 5% | 7% | 5% | 23% | -11%
- Cc1cc(C)c(S(=O)(=O)N2CCN(C)CC2)c(C)c1
  8% | 0% | 0% | 1% | -2% | -14% | / | 6% | -4% | -3% | -2%
- Cc1[nH]c2ccccc2c1SCC(=O)N1CCCCCC1
  4% | -2% | 2% | -5% | -3% | 0% | -3% | 5% | 5% | -1% | -1%
- COCCNC(=O)Cc1ccc(Br)cc1
  17% | -8% | 0% | 0% | 0% | -7%[10 µM] | 3% | 7% | -6% | 18% | 2%
